dFosB act – activators of delta FosB homodimer, primary screen, biochemical, fluorescence polarization, TAMRA-CDK5 oligo, single point. Protein FosB (Mus musculus), P13346. purified delta FosB; percent of positive-control signal above neutral wells. activation, % at 25 µM. actives 0.99% (n = 340,000);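 active means mean activation above about 17%, with every replicate also reaching it, limit read from the data, passing the limit was not always enough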;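 further: fluorescence polarization rise as delta FosB binds a TAMRA Cdk5 AP-1 oligo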
Wnt act – Wnt/beta-catenin pathway activators, primary screen, cell-based, plate reader, single point. Wnt/beta-catenin reporter cell assay, activator. activation, % at 9.35 µM. actives 1.2% (n = 300,000); in the data active means activation above about 30%, passing the limit was not always enough;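 further: 0% = neutral control wells and 100% = positive control wells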
Tat export inh – E. coli Tat export inhibitors, primary screen, MC4100, TorA-mCherry reporter, fluorescence, single point. actives 0.036% (n = 340,000). AID 488895, 2010. inhibition, % at 10 µM;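 active means mean replicate inhibition at least 50% and at least half of replicates individually reaching 50%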;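 further: exported cargo escapes ClpAP degradation while cytoplasmic cargo is degraded and loses fluorescence; 0% = median of neutral control wells and 100% = median of NaSCN control wells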
CAL PDZ FP-1 – CAL PDZ peptide-binding inhibitors, primary screen, biochemical, fluorescence polarization, Cer-tagged CAL PDZ, HTS. Golgi-associated PDZ and coiled-coil motif-containing protein (Homo sapiens), Q9HD26. purified CAL PDZ, TMR-peptide fluorescence polarization, 1 h. inhibition, % at 20 µM. actives 0.02% (n = 330,000). AID 504414, 2011;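 active means highest replicate inhibition of at least 40%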;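 further: plate controls were DMSO neutral control wells for no effect and unlabeled competitor peptide control wells for full effect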
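Test system: purified CerCALP PDZ construct; Compound dosing: one concentration, 20 µM compound; Also added: TMR-labelled reporter peptide T*-PRC34 bound in PDZ groove; Read-out: inhibition from polarization loss; Controls: unlabelled peptide and DMSO controls; Signal: FP readout, S and P plane fluorescence; Incubation: 1 h at RT.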
MITF act – activators of MITF-driven TRPM1 promoter reporter, primary screen, cell-based, SK-MEL-5, luciferase, single point; actives 0.75% (n = 300,000); SK-MEL-5 TRPM1-promoter luciferase, 24 h; % of positive control, neutral wells = 0; activation, % at 12.5 µM;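 active means mean activation of at least 80% with every replicate also reaching 80%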;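 further: 0% = neutral control wells and 100% = parthenolide positive control wells; values of inactives mirror those of a sister screen read the other way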
CAL PDZ FP-2 – untagged CAL PDZ binding inhibitors, primary screen, biochemical, fluorescence polarization, HTS. Golgi-associated PDZ and coiled-coil motif-containing protein (Homo sapiens), Q9HD26. purified CAL PDZ, TMR-peptide fluorescence polarization, 1 h. inhibition, % at 24.9 µM. actives 0.92% (n = 300,000). AID 602252, 2012;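 active means mean inhibition of at least 30% with at least half of replicates also reaching 30%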;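 further: 0% = DMSO neutral control and 100% = excess unlabeled competitor peptide PRC23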
RTF Ca sens act – cardiac RTF calcium sensitivity activators, primary screen, biochemical, IANBD-TnC fluorescence, EC20 calcium. activation, % at 7.2 µM. AID 493008, 2010. actives 0.24% (n = 340,000). IANBD-labeled TnC RTF fluorescence at EC20 calcium; 0% EC20 calcium, 100% full calcium;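 active means activation above the mean over all tested compounds plus 3 SD, cut at about 30% in these data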;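 further: rise in fluorescence read as greater calcium sensitivity of cardiac thin filaments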
CDK5 p35 inh – inhibitors of human CDK5/p35 kinase, primary screen, biochemical, single concentration. inhibition, % at 10 µM. Cyclin-dependent kinase 5 (Homo sapiens) + Cyclin-dependent kinase 5 activator 1 (Homo …. Recombinant CDK5/p35, ADP-Glo luminescence, 60 min. AID 488839, 2010. actives 0.01% (n = 330,000);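 active means highest replicate inhibition of at least 50% and at least 75% of replicates reaching 50%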;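 further: plate controls were DMSO neutral control for no effect and GW8510 at 10 µM for full effect; many of its hits are not listed in these tables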
Target sequence (Q00535 whole entry, looked up): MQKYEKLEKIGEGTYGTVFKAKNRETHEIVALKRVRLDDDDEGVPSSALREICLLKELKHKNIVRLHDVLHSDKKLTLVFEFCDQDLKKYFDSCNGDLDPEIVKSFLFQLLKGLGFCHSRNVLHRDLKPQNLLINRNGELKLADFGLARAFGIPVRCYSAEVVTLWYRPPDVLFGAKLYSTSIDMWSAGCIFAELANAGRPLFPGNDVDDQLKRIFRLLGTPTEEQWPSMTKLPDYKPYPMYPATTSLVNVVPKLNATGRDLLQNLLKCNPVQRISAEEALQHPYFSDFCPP
Target sequence (Q15078 whole entry, looked up): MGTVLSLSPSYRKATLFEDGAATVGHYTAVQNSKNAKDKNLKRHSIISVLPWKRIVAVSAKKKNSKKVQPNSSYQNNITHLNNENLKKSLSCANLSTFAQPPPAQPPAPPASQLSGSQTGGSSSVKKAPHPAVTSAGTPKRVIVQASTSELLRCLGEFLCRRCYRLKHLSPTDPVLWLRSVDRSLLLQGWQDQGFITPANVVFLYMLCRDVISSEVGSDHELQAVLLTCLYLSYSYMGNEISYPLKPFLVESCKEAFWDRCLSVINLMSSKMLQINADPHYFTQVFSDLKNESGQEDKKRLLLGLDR
V-ATPase pHluor – regulators of yeast V-ATPase proton pumping, primary screen, pHLuorin cytosolic pH fluorescence. response, % at 10 µM. AID 504577, 2011. S. cerevisiae. actives 0.37% (n = 350,000); in the data active means response mostly above about 7.3%, no sharp cut-off; inactive means mostly below about 5.4%; further: actives read high; inactives centre near 0; some compounds called inactive have numbers as strong as hits
Rtt109 HAT inh – inhibitors of C. albicans Rtt109/Vps75 HAT, primary screen, biochemical, ThioGlo CoA-SH fluorescence, plate reader; Histone acetyltransferase RTT109 (Candida albicans (strain SC5314 / ATCC MYA-2876)), …; purified Rtt109/Vps75, 4 h; inhibition, % at 34.9 µM; actives 0.16% (n = 330,000);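 active means inhibition of at least 50% in every replicate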
Target sequence (Q5AAJ8 whole entry, looked up): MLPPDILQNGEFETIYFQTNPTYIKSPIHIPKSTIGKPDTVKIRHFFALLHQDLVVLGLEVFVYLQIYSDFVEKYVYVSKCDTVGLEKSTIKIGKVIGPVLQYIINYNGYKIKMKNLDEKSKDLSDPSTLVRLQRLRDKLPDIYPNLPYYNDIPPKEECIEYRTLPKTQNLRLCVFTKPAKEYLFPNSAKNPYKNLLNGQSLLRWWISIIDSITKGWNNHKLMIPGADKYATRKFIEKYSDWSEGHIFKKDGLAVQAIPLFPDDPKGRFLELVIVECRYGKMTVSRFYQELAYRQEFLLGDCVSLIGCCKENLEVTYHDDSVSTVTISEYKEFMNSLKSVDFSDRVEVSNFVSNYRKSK
Active calls of the source: *; x = no result given.

nr	compound	dFosB act	Wnt act	Tat export inh	CAL PDZ FP-1	MITF act	CAL PDZ FP-2	RTF Ca sens act	CDK5 p35 inh	V-ATPase pHluor	Rtt109 HAT inh
1	CC(C)C(OC(=O)CN1C(=O)COc2ccccc21)C(=O)NC1CCCCC1 (stereo not given)	-19	-1	4	-1.5	-5	-2	1	-0.6	-2	6
2	O=c1cc(N2CCCCCC2)[nH]c(=O)n1-c1ccc(Cl)cc1	-2	0	-2	0.4	x	x	2	-0.3	0	-4
3	O=C(NC1=NCCS1)c1sc2cc(F)ccc2c1Cl	2	29	3	-0.5	74	0	7	0.7	-1	-3
4	Cc1cc(C)cc(NC(=O)COC(=O)CCCNC(=O)c2ccc(Cl)cc2)c1	-15	-1	-2	-2.1	-2	-4	2	-2.0	4	-1
5	CC(C)(CCc1ccccn1)C(=O)C(CCc1ccccn1)CCc1ccccn1	-9	-3	-1	0.0	-16	7	-3	-1.5	1	2
6	Cn1c(-c2ccc[nH]c2=O)nc2cc(Cl)ccc21	3	-2	9	-2.3	x	-1	3	2.0	1	-7
7	CCc1cc(=O)oc2c(C)c(OCC(=O)NC3CC(C)(C)NC(C)(C)C3)ccc12	-21	x	21	0.4	34	2	2	-2.2	2	6
8	CC(CNC(=O)c1ccccc1[N+](=O)[O-])NC(=O)c1ccccc1[N+](=O)[O-] (stereo not given)	1	4	-4	0.7	x	4	-3	2.0	1	x
9	COc1ccccc1N1CCNC(C)C1=O (stereo not given)	-3	1	-14	-0.2	5	x	-1	-1.1	1	-4
10	Cc1ccc(S(=O)(=O)Nc2cnn(-c3ccccc3)c(=O)c2Cl)cc1	-11	3	11	-1.8	0	-1	9	0.1	-1	5
11	Cc1ccccc1Cn1c(=O)n(Cc2ccco2)c(=O)c2ccccc21	-2	0	-11	-1.1	1	1	-1	0.9	3	6
12	CCOC(=O)c1cc2sc(C)cc2n1CC(=O)N1CCOCC1	1	x	-8	-2.9	9	-3	4	-0.8	1	-7
13	COc1ccc(CN(Cc2cccnc2)C(=S)NCCc2ccccc2)cc1OC	-3	x	13	-0.3	x	-2	4	-2.8	4	4
14	Cc1c(NS(=O)(=O)c2ccc3nc(COc4ccccc4Cl)[nH]c3c2)c(=O)n(-c2ccccc2)n1C	-13	0	3	-0.7	-5	x	0	-3.5	3	16
15	COc1ccc(C(=O)C2CCCN(S(=O)(=O)c3cccc(C)c3)C2)c(C)c1 (stereo not given)	-9	-2	13	-0.3	10	-6	-5	0.9	4	1
16	CC(=O)N1Cc2ccccc2C(C)CC12CCCC2 (stereo not given)	-12	1	2	0.9	3	x	-2	-1.1	-2	1
17	O=C(Nc1ccc(Cl)cc1)/C(=C1\CCCN1)[N+](=O)[O-]	4	21	0	-0.6	89*	4	0	1.4	-2	-15
18	O=C(c1cc(C(=O)c2ccco2)cc(C(=O)c2ccco2)c1)c1ccco1	-8	-6	5	-3.3	-1	-1	4	-4.5	1	-5
19	O=C(N/C(=C\c1ccc([N+](=O)[O-])cc1)C(=O)N1CCCCC1)c1ccccc1Br	-2	1	0	0.0	-12	1	-8	-1.3	-2	21
20	CC(=O)c1ccc(OCC(=O)NC2CCCCCC2)cc1	-1	3	-3	-1.8	-1	-4	4	0.3	2	2
21	Cc1ccc(NC(=O)CSc2nnc(COc3ccccc3C)o2)cc1	-2	0	5	-1.7	-6	-2	0	-0.6	-1	7
22	C[C@H](NC(=O)C1CC(=O)N(c2ccc3c(c2)OCCO3)C1)C(=O)N1CCCCC1 (stereo not given in full)	6	-1	5	-1.5	8	-1	-2	0.8	0	-2
23	CCN1CCc2c(C#N)c(N3CCCCC3)nc(N3CCOCC3)c2C1	-5	x	16	-0.4	x	x	5	1.7	-2	10
24	CCC(CC)CN1CCC(CN2CCNC(=O)C2=O)CC1	-8	-1	15	0.0	13	-1	-2	4.0	-1	-5
25	CC1(C)CC(NC(=O)C(Cl)(Cl)Cl)CC(C)(C)N1	1	x	-6	-0.3	-1	-3	9	0.5	0	5
26	CC(C)c1ccc(NC(=O)C2CC2c2ccccc2)cc1 (stereo not given)	-2	0	1	-1.9	18	-6	-3	-1.9	1	-15
27	Cc1cc(Br)ccc1NC(=S)Nc1cccc([N+](=O)[O-])c1	-7	x	-3	-0.5	-1	-2	-4	-0.2	6	8
28	COc1cc([N+](=O)[O-])ccc1-c1ccc(/C=N/NC(=O)OC(C)(C)C)o1	-3	12	-13	-1.0	15	x	10	-0.1	-3	-1
29	CCO[C@H]1OC(C(=O)N2CCOCC2)=C[C@@H](c2ccc3c(c2)OCO3)[C@@H]1CCCO	1	2	-11	-0.1	-2	31*	2	-0.6	4	-1
30	Cc1ccc(C(=O)c2cc3c(cc2[N+](=O)[O-])OCCO3)cc1	-7	0	0	13	29	-9	0	0.5	1	-3
31	CN1CCCN(S(=O)(=O)c2ccc(Cl)c(Cl)c2)CC1	-4	-1	1	-0.4	11	x	4	-0.3	2	2
32	CN1C(=O)C(C)(C)c2cc(S(=O)(=O)N(C)Cc3ccccc3)ccc21	-8	4	-15	-1.2	2	x	3	-1.4	-1	-8
33	CN(C(=O)COC(=O)CSc1ccc([N+](=O)[O-])cc1)c1ccccc1	-2	4	11	0.3	13	-6	1	0.9	2	23
34	Cc1ccc(C(=O)COC(=O)c2ccc(Cl)c(N)c2)s1	-5	30	-4	-0.3	38	-2	0	-0.6	1	7
35	COCc1nnc(NC(=O)CCCCCN2C(=O)c3ccccc3C2=O)s1	-1	x	0	-3.4	-10	x	-1	-2.8	-3	-9
36	N#CC1=C(N2CCOCC2)/C(=C\c2ccccc2)CC1	-5	4	-2	-1.9	5	1	4	-0.5	3	-2

A different layout for part of the listing above.
32	CN1C(=O)C(C)(C)c2cc(S(=O)(=O)N(C)Cc3ccccc3)ccc21
33	CN(C(=O)COC(=O)CSc1ccc([N+](=O)[O-])cc1)c1ccccc1
34	Cc1ccc(C(=O)COC(=O)c2ccc(Cl)c(N)c2)s1
35	COCc1nnc(NC(=O)CCCCCN2C(=O)c3ccccc3C2=O)s1
36	N#CC1=C(N2CCOCC2)/C(=C\c2ccccc2)CC1

| Compound | 32 | 33 | 34 | 35 | 36 |
| --- | --- | --- | --- | --- | --- |
| dFosB act | -8 | -2 | -5 | -1 | -5 |
| Wnt act | 4 | 4 | 30 | x | 4 |
| Tat export inh | -15 | 11 | -4 | 0 | -2 |
| CAL PDZ FP-1 | -1.2 | 0.3 | -0.3 | -3.4 | -1.9 |
| MITF act | 2 | 13 | 38 | -10 | 5 |
| CAL PDZ FP-2 | x | -6 | -2 | x | 1 |
| RTF Ca sens act | 3 | 1 | 0 | -1 | 4 |
| CDK5 p35 inh | -1.4 | 0.9 | -0.6 | -2.8 | -0.5 |
| V-ATPase pHluor | -1 | 2 | 1 | -3 | 3 |
| Rtt109 HAT inh | -8 | 23 | 7 | -9 | -2 |

Remaining list, next part.
nr	compound	dFosB act	Wnt act	Tat export inh	CAL PDZ FP-1	MITF act	CAL PDZ FP-2	RTF Ca sens act	CDK5 p35 inh	V-ATPase pHluor	Rtt109 HAT inh
37	CC1C/C(=C/c2ccncc2)C(=O)/C(=C/c2ccncc2)C1 (stereo not given)	-10	-21	-7	-1.4	-105	4	-2	1.0	3	0
38	Cc1cc(C)n2nc(C(=O)OCC(=O)NC(=O)c3ccccc3)nc2n1	4	-3	-2	-1.8	1	-1	4	-0.6	2	-4
39	COC(=O)C1CCN(S(=O)(=O)c2cc3c4c(c2)CCN4C(=O)CC3)CC1	4	-2	2	-1.2	3	-1	-2	-4.6	-3	3
40	Cc1cc(=O)n2nc(N3CCCC(C(=O)NCc4ccccc4Br)C3)sc2n1 (stereo not given)	-7	0	-7	0.5	9	x	2	0.1	0	-11
41	O=C(N/N=C/C1CC=CCC1)c1ccccc1O (stereo not given)	-5	x	-5	-1.2	8	-2	0	-1.5	-3	0
42	CCC(=O)N1CCN(c2cc(NCC3CCCO3)c(F)cc2[N+](=O)[O-])CC1 (stereo not given)	-6	0	-2	0.1	1	-4	2	1.4	0	-8
43	CCC(=O)NC(=S)Nc1ccc(NC(=O)COc2ccc(Cl)cc2Cl)cc1	12	-1	-7	x	7	-3	-4	0.1	0	2
44	CCCCN1CC[C@H]2C=CC[C@@H](C(=O)NCc3ccc(OC)cc3)[C@H]2C1=O	7	-3	-3	1.8	0	-2	-5	0.0	-4	-7
45	Cc1ccc(S(=O)(=O)NC(=O)NCCCCNC(=O)NS(=O)(=O)c2ccc(C)cc2)cc1	-2	x	4	-6.1	-11	-2	8	0.4	18*	-7
46	CCOc1cc(S(=O)(=O)Nc2cc(C)cc(C)c2)ccc1Cl	-7	x	15	0.3	-12	x	1	-0.1	0	-6
47	CCN(CCO)C(=O)c1ccc2nc(Cc3cccc(Cl)c3)oc2c1	-5	1	-4	-16	4	-3	-3	1.7	0	-6
48	CC(C)[C@H](NC(=O)N1CCn2c1nc1ccccc12)C(=O)N[C@H](Cc1ccccc1)C(=O)O	2	-2	-2	0.6	-6	-1	3	0.3	0	10
49	CN(CC(=O)Nc1ccccc1Cl)C(=O)c1cccc(S(=O)(=O)N2CCN(Cc3ccccc3)CC2)c1	-5	-7	-2	-1.7	-9	-2	-7	1.2	-5	6
50	CC(=O)C1=C(c2ccccc2)NC(=O)NC1c1cccs1 (stereo not given)	3	0	-9	-0.2	3	-4	-5	-1.7	2	0
51	CCCCN(C(=O)c1cc(-c2ccco2)nc2ccccc12)c1c(N)n(CCC)c(=O)[nH]c1=O	-2	0	-1	-0.2	6	-3	-4	-3.4	2	-11

Compounds above that have an aryl thioether with sulfur outside any ring:
nr	compound	dFosB act	Wnt act	Tat export inh	CAL PDZ FP-1	MITF act	CAL PDZ FP-2	RTF Ca sens act	CDK5 p35 inh	V-ATPase pHluor	Rtt109 HAT inh
21	Cc1ccc(NC(=O)CSc2nnc(COc3ccccc3C)o2)cc1	-2	0	5	-1.7	-6	-2	0	-0.6	-1	7
33	CN(C(=O)COC(=O)CSc1ccc([N+](=O)[O-])cc1)c1ccccc1	-2	4	11	0.3	13	-6	1	0.9	2	23

Assay outcomes as filed in PubChem.
